High-throughput results from PubChem BioAssay.
Dengue-2 NS5 capping: Dengue-2 NS5 methyltransferase inhibitors, primary screen, biochemical, confirmation dose response (AID 588689) | Dengue-2 NS5 methyltransferase capping enzyme assay, biochemical; higher % means a stronger effect | inhibition, % at 25 µM; hits with a dose series show IC50 in µM | 340,000 compounds, 0.3% hits; in the data active means a potency from the dose series; inconclusive means inhibition above about 29% without an active follow-up result
RSV CPE inhibition: inhibition of RSV-induced cytopathic effect – HEp-2 cells, primary 10 µM value included (AID 2391) | HEp-2 cells, RSV-induced CPE inhibition; higher % means a stronger effect | one-dose CPE inhibition, % at 10 µM; IC50 in µM for titrated hits | 310,000 compounds, 0.13% hits; in the data active means a potency from the dose series; inconclusive means CPE inhibition mostly from about 23% at the one dose, without a potency; inactive means the rest, 99 in 100 with CPE inhibition below about 21%; further: strong numbers were not always called active
West Nile virus CPE: West Nile virus antiviral activity, cell-based, CPE readout (AID 1621) | West Nile virus-infected cells, CPE inhibition; higher % means a stronger effect | CPE inhibition, % at 10 µM; hits with a dose series show IC50 in µM | 290,000 compounds, 0.02% hits; in the data active means a potency from the dose series; inconclusive means CPE inhibition mostly from about 3.7% at the one dose, without a potency; inactive means the rest, 99 in 100 with CPE inhibition below about 2.2%; further: strong numbers were not always called active
NTR1 agonist: agonists of NTR1, primary screen, imaging, U2OS cells, beta-arrestin-GFP, high content (AID 493036) | P30989 | NTR1-U2OS beta-arrestin-GFP spot imaging, agonist mode | activation, % at 20 µM | 330,000 compounds, 0.17% hits;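 active means activation at or above 40% of the spot to cytoplasm intensity ratio, with at least 20 cells analyzed; inconclusive means wells under 20 cells, flagged as cytotoxic or low count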;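 further: 0% = DMSO without peptide and 100% = 100 nM NTR1 peptide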
Target sequence (P30989 whole entry, looked up): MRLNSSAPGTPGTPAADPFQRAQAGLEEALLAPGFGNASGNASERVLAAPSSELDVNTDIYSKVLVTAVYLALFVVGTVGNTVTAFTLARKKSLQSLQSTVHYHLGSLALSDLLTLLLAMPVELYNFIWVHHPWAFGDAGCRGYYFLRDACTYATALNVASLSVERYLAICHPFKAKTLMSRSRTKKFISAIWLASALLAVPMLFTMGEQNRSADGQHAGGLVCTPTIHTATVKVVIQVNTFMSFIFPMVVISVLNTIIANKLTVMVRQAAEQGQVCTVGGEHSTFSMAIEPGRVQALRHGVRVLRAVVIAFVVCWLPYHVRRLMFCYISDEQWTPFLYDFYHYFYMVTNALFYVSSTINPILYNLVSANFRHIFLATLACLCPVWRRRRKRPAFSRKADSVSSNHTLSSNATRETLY
T cell modulator: modulates CD8 T cell binding to vesicles. 2C CD8+ T cell-vesicle binding, flow cytometry; hits give low values. 330,000 compounds, 0.068% hits. calls only at 7 µM;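 active means response, share of CD8 T cells binding vesicles, and their 90th percentile fluorescence all below set limits, cut at about 80% in these data, passing the limit was not always enough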
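System: murine 2C transgenic CD8+ T lymphocytes; also added: QL9-loaded Drosophila micro-vesicles; times: binding 1.5 h at 37 °C; measured by: flow cytometry, PE anti-B7-1 (FL2) versus Alexa647 anti-CD8 (FL8), PFA-fixed; control set: Peptide-free naked vesicles (low) and QL9 vesicles with 0.7% DMSO vehicle (high)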
Salmonella PhoP GFP: PhoP-dependent GFP reporter repression – Salmonella Typhimurium, primary screen (AID 1863); S. Typhimurium PhoP-regulated promoter GFP reporter, 4 h; higher % means a stronger effect; one-dose inhibition, % at 50 µM; IC50 in µM for titrated hits; 300,000 compounds, 0.16% hits;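 active means inhibition over 29.93%, a cutoff 3 SD above the screen mean, later confirmed by dose response; inconclusive means inhibition over 29.93% but no dose response follow-up; inactive means inhibition at most 29.93% or unconfirmed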;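 further: 0% = low Mg2+ inducing control and 100% = high Mg2+ repressing control; strong numbers were not always called active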
K1F lysis inhibition: protection from phage-mediated lysis, alamar blue read-out – E. coli UTI89, K1F phage, bacterial capsule biogenesis inhibitors (AID 488966). E. coli UTI89 K1F phage lysis, alamar blue, 2 h; higher % means a stronger effect. inhibition, % at 100 µM; hits with a dose series show IC50 in µM. 340,000 compounds, 0.02% hits;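 active means phage lysis inhibition, versus mean bacterial control, above a set limit; inconclusive means no clear call, values can overlap the other calls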;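 further: capsule biogenesis inhibitors block K1F phage lysis so surviving cells raise fluorescence; higher fluorescence means more inhibition of phage lysis; actives were called in the ten point dose series up to 300 µM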
MgcRacGAP inhibition: MgcRacGAP GTPase-activating activity inhibitors, confirmation, biochemical, ADP Hunter fluorescence | MgcRacGAP-stimulated Rac1 GTP hydrolysis, ADP Hunter fluorescence; higher % means a stronger effect; GST-tagged Rac1 F28L mutant substrate | inhibition, % at 30 µM; hits with a dose series show IC50 in µM | 340,000 compounds, 0.6% hits | AID 624330;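 active means first-screen hits whose inhibition reached a set limit at any dose in the follow-up dose series; inconclusive means inhibition above the set first-screen limit but never retested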;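 further: fluorescence reports GDP produced by GAP-driven GTP hydrolysis; strong numbers were not always called active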
Large T inhibition: TAg ATPase/helicase activity blockers – biochemical (AID 1903); SV40 large T antigen ATPase/helicase inhibition assay; higher % means a stronger effect; inhibition, % at 20 µM, or IC50 in µM where a hit was titrated; 310,000 compounds, 0.39% hits; in the data active means a potency from the dose series; inconclusive means inhibition mostly from about 32% at the one dose, without a potency; inactive means the rest, 99 in 100 with inhibition below about 32%; further: strong numbers were not always called active
T cell modulator vesicle-bound %: second read-out of T cell modulator, no call of its own (marks repeat the call); double positive events, %; measured here: CD8+ vesicle-bound cell fraction;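 binding gate set so that unloaded-vesicle control wells show 10% double positive cells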
NTR1 agonist cell count 20 µM: further read-out of NTR1 agonist, marked with its call; cell count; measured here: cell count, cytotoxicity flag
* marks the source's active call; other numbers are inactive results; i = inactive; ? = inconclusive; . = no result given; [ ] = dose if it differs, or a comment.

SMILES | Dengue-2 NS5 capping | RSV CPE inhibition | West Nile virus CPE | NTR1 agonist | NTR1 agonist cell count 20 µM | T cell modulator | T cell modulator vesicle-bound % | Salmonella PhoP GFP | K1F lysis inhibition | MgcRacGAP inhibition | Large T inhibition
COc1ccc(/C=C/C(=O)c2ccc(NC3=NCCCS3)cc2)cc1OC | -8% | 5.9% | ? | 1.4 | 58 | i | 46 | -1% | 0.3% | 2% | 5%
CCCNc1nc2nc3ccccn3c(=O)c2cc1C(=O)NCCN1CCOCC1 | -2% | 0.4% | -0.5% | -1.9 | 39 | i | 18 | 0% | 0.0% | 12% | 10%
Cc1cc(NC(=O)CSc2nnc(-c3ccoc3C)o2)no1 | 0% | 0.8% | 0.6% | 0.9 | 75 | i | 55 | 3% | 0.1% | -1% | 18%
CC1NC(=S)N(C2CCCCC2)C1=O (centres undefined) | -5% | 0.1% | -0.9% | 1.9 | 38 | i | 12 | 8% | 2.5% | -1% | 7%
CCOC(=O)c1c(C)c(C(=O)N(C)C2CCCCC2)c(C)n1C | -2% | 1.0% | -0.8% | 0.0 | 77 | . | . | 2% | 0.6% | 4% | 3%
Cc1ccc(C)c(Nc2nn3c(=O)c4ccc(C(=O)NCc5cccnc5)cc4nc3s2)c1 | 5% | -2.1% | -0.7% | 1.7 | 61 | i | 8 | 2% | 0.0% | -18% | -4%
CCn1c(=N)n(CCOc2ccc(OC)cc2)c2ccccc21 | -3% | 0.4% | -0.5% | 0.7 | 39 | i | 37 | 12% | 2.8% | 12% | 0%
CC1(c2ccc(Cl)cc2)NC(=O)N(CC(=O)NC2CCCCC2)C1=O (centres undefined) | 3% | . | . | 1.0 | 74 | i | 52 | . | -1.2% | 2% | .
O=C(COC(=O)c1ccccc1NCCO)NCCc1ccccc1 | -2% | -0.3% | . | 2.5 | 53 | i | 18 | 6% | 0.7%[50 µM] | 5% | 23%
O=C(Nc1ccccc1)Nc1nncs1 | -5% | 1.3% | 0.1% | -0.6 | 50 | i | 39 | 18% | 0.4%[50 µM] | 10% | 8%
CCC12CN(C(=O)c3ccc([N+](=O)[O-])cc3)CC(CC)(CN(C(=O)c3ccc([N+](=O)[O-])cc3)C1)C2=O | . | 0.6% | 0.3% | 2.3 | 44 | i | 40 | 4% | . | . | 8%
O=S(=O)(Nc1ccccc1)c1ccc(-c2csnn2)cc1 | 3% | ? | -0.5% | 0.6 | 51 | i | 53 | . | 0.8% | 12% | 6%
CCOC(=O)c1ccc(S(=O)(=O)N2CCN(Cc3cc4c(cc3O)OCO4)CC2)cc1 | -3% | -0.1% | . | 1.3 | 56 | i | 21 | . | 0.3%[50 µM] | 5% | .
N#Cc1c(SCc2ccc(Cl)cc2)sc(C(=O)c2ccccc2)c1N | 1% | 1.6% | -0.2% | 11 | 44 | i | 48 | -1% | 0.0% | 13% | 15%
O=C(c1ccc(-c2ccccc2)cc1)C1CCCN(C(=O)c2cncs2)C1 (centres undefined) | 2% | 21% | -0.5% | 1.3 | 55 | i | 54 | -5% | 1.3% | 14% | 10%
Cc1ccc(NC(=O)CCc2ccc(S(=O)(=O)N3CCOCC3)cc2)c(Cl)c1 | 1% | . | . | 1.1 | 69 | i | 38 | . | 0.7%[50 µM] | 2% | .
COc1ccc(-c2cc(-c3cccs3)c(C#N)c(SCC(=O)NCc3ccco3)n2)cc1 | -6% | 0.7% | ? | -0.1 | 66 | i | 29 | -1% | 0.9% | 5% | 11%
CC(C)c1ccc(-c2nnc(SCC(=O)NC3CC3)n2C)cc1 | -6% | 5.0% | -0.5% | -0.1 | 54 | i | 12 | 4% | 0.1% | 6% | 5%
O=C(Nc1cccnc1)c1ccccc1-c1ccccc1 | -5% | 0.7% | 0.3% | -0.4 | 45 | i | 12 | -6% | -0.7% | -2% | 9%
C/C(CC(=O)N1CCN(C=O)CC1)=N\NC(=O)c1cccc([N+](=O)[O-])c1 | -2% | 3.0% | 0.4% | -1.1 | 59 | i | 58 | 5% | 0.3% | 1% | 7%
Cc1noc(C)c1CSc1ncnc2sc(C)c(C)c12 | 12% | -0.7% | -0.2% | 1.9 | 38 | i | 48 | 8% | 0.4% | 10% | -3%
CC1=C(N2CCCCC2)CCC1=O | -6% | 1.2% | 0.1% | -0.2 | 101 | i | 42 | . | 0.8% | 8% | 13%
Cc1ccc(NC(=O)NC2CC(=O)N(c3ccc4c(c3)OCCO4)C2)cc1F (centres undefined) | -8% | 3.1% | . | -0.5 | 49 | i | 52 | -9% | 1.2%[50 µM] | 8% | 6%
O=C(C1CCN(S(=O)(=O)c2ccccc2F)CC1)N1CCc2ccccc2C1 | 0% | -1.9% | -0.5% | 0.8 | 76 | i | 45 | 4% | 0.2% | 3% | 10%
CCC(C)C1C(C#N)=C(N)Oc2n[nH]c(C)c21 (centres undefined) | -5% | 2.0% | 0.3% | 4.6 | 56 | i | 39 | 19% | 0.1% | -3% | 10%
SMILES | Dengue-2 NS5 capping | RSV CPE inhibition | West Nile virus CPE | NTR1 agonist | NTR1 agonist cell count 20 µM | T cell modulator | T cell modulator vesicle-bound % | Salmonella PhoP GFP | K1F lysis inhibition | MgcRacGAP inhibition | Large T inhibition
O=C(N/N=C/c1c[nH]c2ccccc12)c1ccn(Cc2ccc(Cl)cc2Cl)n1 | -2% | 4.1% | . | 6.0 | 58 | i | 53 | 18% | 0.7% | -1% | 3%
O=C(CSc1nc2ccccc2c(=O)n1-c1ccccc1)NCc1ccco1 | . | 2.2% | 2.1% | 0.1 | 37 | i | 56 | -3% | -0.1% | 6% | 4%
Cc1ccnc(-n2c(C)cc(/C=N/NC(=O)COc3cccc4cccnc34)c2C)c1 | 4% | 5.8% | 0.0% | -0.9 | 60 | i | 31 | 1% | 1.5% | 13% | 11%
Cc1ccc([N+](=O)[O-])cc1NC(=O)c1ccccc1 | 1% | -2.4% | -0.6% | 0.5 | 40 | i | 65 | -4% | -0.1% | -4% | 24%
O=C(NCc1ccccc1)c1nc[nH]c1C(=O)N1CCc2ccccc2C1 | -8% | 2.7% | . | 0.0 | 54 | i | 34 | . | 0.7% | 11% | .
CN(Cc1cccc(Cl)c1Cl)c1ccc(S(=O)(=O)N2CCCCC2)cc1[N+](=O)[O-] | 1% | ? | -1.2% | 1.5 | 57 | i | 46 | 13% | -2.9% | -3% | -9%
CCOC(=O)Cn1c(CN2CCN(c3cccc(Cl)c3)CC2)nc2c1c(=O)[nH]c(=O)n2C | -4% | 3.2% | 1.0% | -1.8 | 61 | i | 34 | -1% | 0.2% | 0% | 1%
CSc1cc(-c2ccccc2)[nH]c(=O)c1C#N | 6% | 0.8% | 0.0% | -1.3 | 104 | i | 57 | -7% | 0.1% | 2% | 2%
COc1ccc(NC(=S)Nc2ccc3snnc3c2)cc1 | 14% | 14% | -0.1% | 2.2 | 51 | i | 31 | 5% | -0.1% | 6% | 10%
COc1ccc(N2C(=O)CC(N(CCc3ccc(S(N)(=O)=O)cc3)C(=S)Nc3ccccc3)C2=O)cc1 (centres undefined) | -10% | 12% | 0.8% | 6.5 | 50 | i | 24 | -2% | 1.1% | 11% | 14%
CC(C)(C)NC(=S)NNC(=O)[C@H]1C[C@@H]1c1ccccc1 | -2% | 1.2% | -0.1% | 0.2 | 52 | i | 41 | -5% | 0.5% | 14% | 12%
O=C(Nc1ccc2c(c1)OCCO2)c1ccc(CN2CCOCC2)cc1 | -8% | -0.9% | 0.3% | 0.7 | 54 | i | 13 | 2% | 1.3% | 8% | 6%
O=C1OCCC1(c1ccccc1)c1ccccc1 | -6% | . | . | 0.2 | 63 | . | . | . | 1.6%[50 µM] | 2% | .
Cc1c(Br)cc(-c2nnco2)cc1Br | -4% | 17% | 0.2% | 2.8 | 79 | i | 42 | 8% | 10% | 3% | 4%
O=C1CCC/C1=C\c1ccccc1 | -17% | 1.6% | 0.5% | 0.4 | 37 | i | 5 | 7% | -0.5% | 1% | 12%
CCCC(=O)OCC(=O)Nc1ccccc1Sc1ccccc1 | -8% | 4.1% | -0.3% | -0.3 | 72 | i | 40 | -8% | -0.1%[50 µM] | 10% | -1%
COc1ccc(S(=O)(=O)N2CCC(C(=O)N3CCOCC3)CC2)cc1OC | -2% | 0.4% | -0.2% | 3.1 | 46 | i | 22 | 9% | 1.6%[50 µM] | 12% | 20%
Cc1cccc(C)c1N1C(=O)C2ON(c3ccccc3)C(c3ccncc3)C2C1=O (centres undefined) | -1% | -2.1% | 0.1% | 0.2 | 89 | i | 35 | 25% | -1.0% | -10% | -6%
Cc1c(O)nc(SCC(=O)Nc2nccs2)n(-c2ccccc2F)c1=O | -4% | 1.5% | 1.1% | -0.6 | 47 | i | 66 | -3% | 0.7%[50 µM] | 5% | 16%
COc1ccc(-c2nc3ccccc3c(=O)n2CCCn2ccnc2)cc1 | -3% | 2.8% | -0.3% | -1.9 | 75 | i | 46 | -10% | 0.4% | 5% | -2%
Cc1ccc(C2C(C#N)=C(N)Oc3cc4c(cc32)OCO4)cc1 (centres undefined) | -1% | -0.5% | 0.4% | 1.2 | 49 | i | 43 | 8% | 1.2% | 5% | 7%
CC(=O)NC1C(=O)N=C(SCC(=O)NCc2ccccc2)NC1=O (centres undefined) | 2% | -0.1% | -0.3% | -0.8 | 44 | i | 20 | -15% | -1.4% | 4% | 22%
CCCN1CCC(=O)N([C@H](CSc2ccc(OC)cc2)CC(C)C)CC1 | 0% | -1.8% | -0.8% | -6.3 | 85 | i | 39 | -2% | 0.2% | 5% | 7%
Cc1onc(-c2ccccc2Cl)c1C(=O)Nc1ccc(CN2CCCC2)cc1 | -3% | 0.6% | 0.1% | -0.7 | 33 | i | 51 | -5% | 0.5% | 12% | 0%
O=C(NCc1ccccn1)C1CCC(CNS(=O)(=O)c2cccc3nsnc23)CC1 (centres undefined) | -5% | 1.4% | 0.5% | 1.9 | 43 | i | 25 | 2% | -1.0%[50 µM] | 3% | 14%

Compounds as they come; about 1.5% have a hit in one of these screens.
